Source: PubChem BioAssay
LMPTP block = LMPTP phosphatase inhibitors, primary screen, biochemical, fluorescence intensity, uHTS; Low molecular weight phosphotyrosine protein phosphatase (Homo sapiens), P24666; recombinant LMPTP-A, OMFP fluorogenic substrate; inhibition, % at 20 µM; actives 0.22% (n = 360,000); AID 651560, 2012;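 active = compounds that cut the enzyme signal by at least half of the control window in the single-dose screen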;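 also: plate controls were DMSO wells with enzyme plus substrate for no effect and substrate without enzyme for full effect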
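Test system: LMPTP-A phosphatase enzyme; input: 0.625 nM LMPTP-A final; reagent: OMFP substrate, 400 µM final; compound dosing: 20 µM single dose, 3% DMSO; incubation: 50 min dark incubation at room temperature; measured by: endpoint fluorescence intensity from OMFP dephosphorylation; measure: % inhibition relative to no-enzyme and uninhibited control wells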
Scp1 inh = Scp-1 phosphatase inhibitors, primary screen, biochemical, colorimetric, uHTS; Carboxy-terminal domain RNA polymerase II polypeptide A small phosphatase 1 (Homo …; Recombinant Scp1, phosphopeptide, malachite green phosphate absorbance; inhibition, % at 20 µM; actives 0.88% (n = 340,000); AID 493091, 2011;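 active = inhibition above about 50% at 20 µM, limit read from the data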;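 also: plate controls were DMSO wells with enzyme for no effect and wells lacking enzyme for full effect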
Target sequence (Q9GZU7 76-261 limits assumed): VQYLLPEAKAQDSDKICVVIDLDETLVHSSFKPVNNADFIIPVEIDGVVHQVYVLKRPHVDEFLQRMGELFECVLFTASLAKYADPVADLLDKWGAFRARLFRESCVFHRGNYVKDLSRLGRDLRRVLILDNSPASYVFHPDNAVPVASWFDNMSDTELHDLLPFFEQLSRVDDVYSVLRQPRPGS
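System: truncated SCP-1 phosphatase (76-261aa); medium: Tris acetate buffer pH 5.5 with MgCl2 and Tween-20; incubation: 45 min room-temperature reaction, 5 min colour, 30 min stabiliser; compound: single 20 µM dose, 1% DMSO; reagent: Phosphorylated 17-residue peptide substrate; read-out: % inhibition at 20 µM; technique: colorimetric free-phosphate detection, absorbance 630 nm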
MLLE-PAM2 inh = inhibitors of PABP1 MLLE–PAM2 peptide binding, primary screen, biochemical, fluorescence polarization, FITC-PAM2, GST-MLLE; Polyadenylate-binding protein 1 (Homo sapiens), P11940; inhibition, % at 20 µM; actives 0.36% (n = 360,000); AID 588489, 2011; in the data active = inhibition above about 35%, passing the limit was not always enough;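 also: plate controls were DMSO wells with GST-MLLE for no effect and wells lacking GST-MLLE protein for full effect; some results filed as inactive read as strong as hits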
CSN inh = inhibitors of CSN-mediated cullin deneddylation, primary screen, biochemical, fluorescence polarization, uHTS; COP9 signalosome complex subunit 5 (Homo sapiens), Q92905; Purified CSN, SCF-Nedd8-OG deneddylation; actives 0.38% (n = 360,000); inhibition, % at 12.5 µM;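 active = pattern-corrected inhibition above about 35%, with an unprinted fluorescence ratio check between 0.5 and 1.5, limit read from the data, passing the limit was not always enough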;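 also: 0% = enzyme with substrate and 100% = substrate without enzyme; some results filed as inactive read as strong as hits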
Target sequence (Q92905 whole entry, looked up, one chain of several): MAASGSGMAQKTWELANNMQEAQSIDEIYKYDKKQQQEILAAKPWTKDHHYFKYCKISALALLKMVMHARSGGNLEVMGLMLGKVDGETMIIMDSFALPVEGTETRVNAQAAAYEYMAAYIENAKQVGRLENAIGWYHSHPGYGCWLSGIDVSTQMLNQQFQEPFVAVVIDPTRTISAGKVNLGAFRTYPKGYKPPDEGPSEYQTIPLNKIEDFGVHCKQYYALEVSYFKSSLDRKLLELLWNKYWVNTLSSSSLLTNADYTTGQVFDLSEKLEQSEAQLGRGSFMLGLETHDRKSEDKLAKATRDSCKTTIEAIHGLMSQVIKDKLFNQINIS
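Material: purified human Csn5 enzyme expressed in HEK293T cells / Medium: Tris buffer pH 7.5, NaCl, DTT, Tween-20, trehalose, ovalbumin / Compound dosing: 12.5 µM single point / Schedule: 90 min incubation of compound, enzyme and substrate at room temperature / Signal: fluorescence polarization of the substrate / Control set: no-enzyme wells high, enzyme-with-substrate wells low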
SUMO1-SIM PPI = modulators of SUMO1 protein-protein interactions, primary screen, biochemical, uHTS. actives 0.33% (n = 360,000). SUMO1 binding to a labelled peptide, TR-FRET, 1 h. Small ubiquitin-related modifier 1 (Homo sapiens), P63165. inhibition, % at 20 µM; in the data active = inhibition above about 37%
Target sequence (P63165 whole entry, looked up): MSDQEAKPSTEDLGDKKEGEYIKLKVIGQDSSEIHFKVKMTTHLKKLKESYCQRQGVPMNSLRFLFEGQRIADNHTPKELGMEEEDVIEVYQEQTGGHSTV
Rpn11 block = Rpn11 (PSMD14) deubiquitinase inhibitors, primary screen, biochemical, fluorescence polarization, uHTS. 26S proteasome non-ATPase regulatory subunit 14 (Homo sapiens), O00487. human 26S proteasome, Ub4-pepOG fluorescence polarization; 20S core pre-blocked with epoxomicin. calls only at 20 µM. actives 0.59% (n = 360,000). AID 588493, 2011;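 active = inhibition at 20 µM, scaled to each plate's controls, above about 33%, limit read from the data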
Target sequence (O00487 whole entry, looked up): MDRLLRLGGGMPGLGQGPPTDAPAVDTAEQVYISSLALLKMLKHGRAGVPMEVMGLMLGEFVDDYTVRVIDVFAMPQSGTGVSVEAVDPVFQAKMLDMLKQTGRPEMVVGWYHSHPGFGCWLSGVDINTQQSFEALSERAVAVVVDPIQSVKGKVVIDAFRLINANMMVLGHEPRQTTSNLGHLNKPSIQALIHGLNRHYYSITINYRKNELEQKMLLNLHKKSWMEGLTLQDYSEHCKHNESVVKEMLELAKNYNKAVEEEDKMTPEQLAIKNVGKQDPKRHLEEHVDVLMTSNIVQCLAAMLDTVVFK
NadD block = inhibitors of S. aureus NadD, primary screen, biochemical, colorimetric, uHTS | AID 602399, 2012 | inhibition, % at 20 µM | actives 0.78% (n = 360,000) | purified NadD enzyme, colorimetric absorbance read-out; in the data active = inhibition above about 26%; also: some compounds past the cut are filed as inactive
STEP block = STEP phosphatase inhibitors, primary screen, biochemical, fluorescence intensity, uHTS | Tyrosine-protein phosphatase non-receptor type 5 (Homo sapiens), P54829 | recombinant STEP, OMFP fluorogenic substrate | inhibition, % at 20 µM | actives 0.25% (n = 360,000);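 active = inhibition at 20 µM, scaled per plate between control wells, above about 37%, limit read from the data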;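 also: 0% = DMSO with enzyme and substrate and 100% = substrate only without enzyme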
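Test system: STEP tyrosine phosphatase / Reagent: OMFP at 25 µM / Doses: 20 µM, 1% DMSO / Read-out: percent inhibition scaled to no-enzyme and uninhibited-enzyme controls, plate-pattern corrected / Detection: FITC-channel fluorescence of OMFP product / Medium: Bis-Tris buffer pH 6.0, 2.5 mM DTT, 0.005% Tween 20 / Schedule: 20 min at room temperature, dark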
DNMT1 block = human DNMT1 methyltransferase inhibitors, primary screen, biochemical, molecular beacon, fluorescence, HinP1I cleavage, uHTS | DNA (cytosine-5)-methyltransferase 1 (Homo sapiens), P26358 | inhibition (reported as % activation of signal), % at 10 µM | actives 0.83% (n = 360,000); in the data active = inhibition above about 50%
TbMetRS inhib = T. brucei MetRS inhibitors, primary screen, biochemical, luminescence; actives 0.4% (n = 360,000); purified T. brucei MetRS, ATP depletion, Kinase-Glo luminescence; inhibition, % at 11.9 µM;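 active = inhibition above a per-plate cutoff of the control wells' mean inhibition plus 3 SD, cut at about 5.5% in these data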;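 also: 0% = DMSO wells median and 100% = median of wells with control inhibitor compound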
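Material – parasite MetRS enzyme · Medium – HEPES-MgCl2-KCl buffer plus DTT, spermine, BSA, pyrophosphatase · Reagent – ATP, methionine and E. coli bulk tRNA substrates · Times – 15 min enzyme-compound preincubation, 2 h reaction, 10 min detection, 25 °C · Measured by – luminescence of leftover ATP · Evaluation – percent inhibition relative to median high and low control wells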
Starred values were filed as active, the others as inactive; i = inactive; x = not tested or not shown.

SMILES	LMPTP block	Scp1 inh	MLLE-PAM2 inh	CSN inh	SUMO1-SIM PPI	Rpn11 block	NadD block	STEP block	DNMT1 block	TbMetRS inhib
Cc1cc2cc(CN(Cc3ccc4c(c3)OCO4)C(=O)c3ccco3)c(=O)[nH]c2cc1C	0.1	0	11	0	2	i	15	1	-3	-0.8
COc1ccc(NC(=O)Nc2ccc(C(=O)N3CCOCC3)cc2)cc1OC	1.7	-2	8	1	-1	i	-5	-2	0	0.1
CCCNc1nc(C)cc(-c2cc(-c3ccc(Cl)cc3)on2)n1	-0.6	4	-1	-6	1	i	0	2	14	-0.2
CCOc1cc2[nH]c(=S)n(Cc3ccc(C(=O)N4CCN(C)CC4)cc3)c(=O)c2cc1OCC	1.1	-3	-98	-2	4	i	-5	-1	0	-0.4
CN(N)c1ccc2c(C(F)(F)F)cc(C(F)(F)F)nc2n1	-0.5	-12	-2	7	-11	i	-2	3	1	0.9
COc1cc2c(cc1OC)-c1nnnn1C(C)(C)C2	-0.5	-3	2	-2	1	i	-4	-2	1	-1.5
COc1ccc(/C=N/NC(=O)c2ccoc2C)cc1CN1CCN(c2ccc(F)cc2)CC1	3.4	-11	-4	-2	-1	i	10	-2	-6	-1.2
COc1ccc(S(=O)(=O)Nc2ccc3c(c2)C(=O)N([C@@H](C)CO)C[C@H](C)[C@H](CN(C)S(=O)(=O)c2ccc(F)cc2)O3)cc1	-1.0	45	-10	-2	3	i	-2	2	-3	-1.6
Cc1nnc(SCc2cccc(Oc3ccccc3)c2)n1N	-0.6	5	7	0	1	i	7	-3	4	0.1
Cc1ccc(S(=O)(=O)CCC(=O)Nc2nnc(-c3ccco3)o2)cc1	-2.0	2	-1	0	0	i	0	2	-2	-0.2
CN(C)S(=O)(=O)c1ccc(C(=O)Nc2cccnc2)cc1	-2.2	-10	5	-5	-3	i	-2	-8	4	-1.1
NC(=S)NC(c1ccccc1)c1ccncc1 (stereo not drawn)	-0.4	-7	-17	-4	-2	i	3	0	-3	-0.4
O=C1c2ccccc2C2N1CCCN2C(=O)c1sc2ccccc2c1Cl (stereo not drawn)	1.2	x	-10	-1	-5	i	-3	-1	-3	-0.1
Cc1ccc(C(=O)NNC(=O)COc2ccc(Cl)cc2C)o1	0.0	-3	8	-4	3	i	-2	2	2	-0.2
O=C(Nc1nnc(-c2cccc(F)c2)s1)Nc1ccccc1F	-1.1	-7	-5	-4	-2	i	8	0	13	-0.5
CC(C)(CNC(=O)CNC(=O)C1CCCCC1)N1CCOCC1	-0.1	-9	-4	1	0	i	-4	-2	0	0.1
NNc1ccc(Cl)nn1	0.1	-1	2	1	0	i	-5	-1	0	-0.5
CC(C)CN(C(=O)CCC(=O)OC(C)C(=O)Nc1cccc(C#N)c1)c1c(N)n(CC(C)C)c(=O)[nH]c1=O (stereo not drawn)	-1.4	-1	-6	3	2	i	3	-2	1	-0.1
CCOC(=O)N1CCC(NC(=O)C2CCCCN2S(=O)(=O)c2ccc(F)cc2)CC1 (stereo not drawn)	-0.2	-7	17	-3	2	i	2	-4	1	0.0
Cc1cc(C)cc(C(=O)Oc2cc(C)[nH]c(=O)c2[N+](=O)[O-])c1	-0.5	-7	10	5	1	i	6	-3	0	0.1
C/C(=N\NC(=O)c1c(Br)c(C)nn1C)c1ccc(NC(=O)c2ccoc2C)cc1	-0.9	-5	0	1	0	i	-3	-1	-2	-0.1
Brc1ccc(OCCOCCN2CCOCC2)cc1	-0.4	-8	-6	3	2	i	3	1	2	0.2
CCOC(=O)Cc1c(C)nc2cc(-c3ccc(C(C)(C)C)cc3)[nH]n2c1=O	-0.9	5	9	-1	-1	i	6	-2	10	0.1
COCCN(CCOC)C(=O)C1CCCN(S(=O)(=O)c2ccc(NC(=O)OC)cc2)C1 (stereo not drawn)	-1.3	1	7	-2	-5	i	-7	-2	1	-0.6

Arranged by SMILES length (lowest first): some entries from above
SMILES	LMPTP block	Scp1 inh	MLLE-PAM2 inh	CSN inh	SUMO1-SIM PPI	Rpn11 block	NadD block	STEP block	DNMT1 block	TbMetRS inhib
CC(C)(CNC(=O)CNC(=O)C1CCCCC1)N1CCOCC1	-0.1	-9	-4	1	0	i	-4	-2	0	0.1
Cc1cc(C)cc(C(=O)Oc2cc(C)[nH]c(=O)c2[N+](=O)[O-])c1	-0.5	-7	10	5	1	i	6	-3	0	0.1
CCOC(=O)Cc1c(C)nc2cc(-c3ccc(C(C)(C)C)cc3)[nH]n2c1=O	-0.9	5	9	-1	-1	i	6	-2	10	0.1
COCCN(CCOC)C(=O)C1CCCN(S(=O)(=O)c2ccc(NC(=O)OC)cc2)C1 (stereo not drawn)	-1.3	1	7	-2	-5	i	-7	-2	1	-0.6
CC(C)CN(C(=O)CCC(=O)OC(C)C(=O)Nc1cccc(C#N)c1)c1c(N)n(CC(C)C)c(=O)[nH]c1=O (stereo not drawn)	-1.4	-1	-6	3	2	i	3	-2	1	-0.1

(more compounds)
SMILES	LMPTP block	Scp1 inh	MLLE-PAM2 inh	CSN inh	SUMO1-SIM PPI	Rpn11 block	NadD block	STEP block	DNMT1 block	TbMetRS inhib
N/C(=N\O)c1ccc(Oc2ccccc2Cl)c([N+](=O)[O-])c1	0.2	-15	-3	-3	-27	i	-3	-3	1	-0.1
Nn1c(Cc2cccc3ccccc23)nnc1SCC(=O)NC1CCS(=O)(=O)C1 (stereo not drawn)	-1.3	-3	-92	-3	-3	i	-6	-8	1	-0.7
CCCOc1ccc(C(=O)CCC(=O)Nc2ccc(N3CCN(C)CC3)cc2)cc1	-1.4	-5	-24	0	-20	i	-8	-1	-5	-0.2
COc1ccccc1C1CC(=O)NC(C)=C1C(=O)OCC1CCCO1 (stereo not drawn)	-0.8	-5	3	2	0	i	-6	0	1	-0.1
COc1ccc(CCN(C)C(=O)CSc2nnnn2C)cc1OC	-1.1	-11	-23	0	2	i	-7	-3	2	-0.5
CCCn1nc(C(=O)OCC(=O)Nc2cccc(OC)c2)c2ccccc2c1=O	2.2	-8	0	-9	-4	i	0	1	-5	-0.6
C/C=C(\C)CN1CCCC(N(C)CCc2ccc(OC)c(OC)c2)C1 (stereo not drawn)	2.2	-5	4	0	0	i	1	4	-3	1.4
CC(C)(C)OC(=O)N1CCC(C(=O)N[C@H](C(=O)O)c2ccccc2)(c2ccccc2)CC1	-2.2	-21	2	2	-2	i	-4	0	-2	-0.8
CSCCC(NC(N)=O)C(=O)Nc1ccc(F)c(Cl)c1 (stereo not drawn)	-1.2	3	-8	2	1	i	-4	-7	0	-0.5
O=C(CN1C(=O)NC(c2ccccc2)(c2ccccc2)C1=O)NC1CCCC1	-0.9	-5	-2	2	12	i	6	0	-2	-0.5
COc1ccc(-c2oc(NC(=O)CSc3nncn3C)c(C#N)c2-c2ccc(OC)cc2)cc1	2.0	-2	-7	3	-7	i	23	2	-1	0.0
Cc1ccccc1NS(=O)(=O)c1ccc(Cl)cc1	1.2	3	13	-9	-4	i	-4	0	1	-0.2
Cc1cc(C)c(OCCOCCN2CCCC2)c(C)c1	-23	-3	-13	-5	1	i	-5	-3	-1	0.2
CC(C)(C)NC(=O)CN(C(=O)C(=O)Nc1ccc2c(c1)OCCO2)C1CC1	-1.5	-5	17	-2	0	i	2	0	-1	-0.5
COc1ccccc1OCCNC(=O)C1CC(=O)N(Cc2ccc(C)cc2)C1 (stereo not drawn)	-1.4	7	-17	-6	2	i	0	0	2	-0.5
Cc1ccc(NC(=O)CSc2nnc(-c3ccncc3)n2C)cc1C	-1.4	-7	11	-6	2	i	-3	1	3	0.0
CCN(CC)CCCNC(=O)CCC(=O)Nc1ccc2nc(N3CCC(C)CC3)cc(C)c2c1	9.1	-3	2	5	0	i	-4	2	-4	0.1
CC(=O)NCCNC(=O)CCNC(=O)c1ccc(Cl)cc1	-1.7	-4	-20	1	-3	i	1	-2	1	0.3
Cc1ccc2c(c1)CCCN2CC(=O)Nc1cc(S(=O)(=O)N2CCCC2)ccc1Cl	2.4	-1	-38	1	-13	i	5	2	-3	-0.5
CC(=O)c1ccc(N2CCN(S(=O)(=O)c3ccc4c(c3)CC(=O)N4)CC2)cc1	3.1	0	-10	0	10	i	6	1	-3	0.9
CC1CCCN(CCCNC(=O)CN2C(=O)CSc3ccc(S(=O)(=O)N4CCOCC4)cc32)C1 (stereo not drawn)	0.0	-6	-8	3	11	i	-8	-1	0	-0.2
C=CCNC(=O)c1onc(CSc2cccc(OCC)c2)c1C(=O)O	0.4	18	-7	2	5	i	-5	-2	15	-0.2
Cc1cc(/N=C/C=C2\N(C)c3ccccc3C2(C)C)n(CCC#N)n1	-1.2	-1	3	0	-3	i	-5	-2	-1	0.3
O=C(COc1ccc(S(=O)(=O)N2CCCC2)cc1Cl)N1CCN(c2ccccc2)CC1	-0.3	-8	-3	-1	-1	i	-4	0	10	-0.8
CCOC(=O)c1ccc([N+](=O)[O-])cc1NC(C)=O	-1.4	-5	-5	-4	-19	i	-1	2	5	0.2
COc1cc2c(cc1OC)C(c1ccsc1)CC(=O)N2 (stereo not drawn)	-1.4	0	6	-2	0	i	2	-3	1	-0.6
Cc1cccc(N(CC(=O)N2CCOCC2)S(C)(=O)=O)c1C	-1.7	-2	0	1	0	i	2	1	0	1.7
CCc1ccccc1N(CC(=O)N1CCCCC1)S(=O)(=O)c1ccccc1	-1.3	-7	5	4	0	i	-2	-3	2	0.2
